Screening data from PubChem BioAssay.
DUSP1 inh – human dual specificity phosphatase 1 inhibition | P28562 | recombinant MKP-1, OMFP hydrolysis fluorescence | inhibition, %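 (compounds tested at a single concentration somewhere between 10 and 100 µM)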 | hit rate 0.15% among 65,000 | AID 374;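 active = inhibition above about 50%, limit read from the data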;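 also: 0% = DMSO max control wells and 100% = wells with enzyme stopped by NaOH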
tolC growth inh – growth inhibitors of E. coli BW25113 tolC mutant | OD615 | growth inhibition, % at 10 µM (by protocol) | hit rate 2.2% among 65,000;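 active = growth inhibition at or above a cutoff equal to the mean over every tested compound plus 3 SD, cut at about 60% in these data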;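 also: growth measured after 20 h incubation at 37 °C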
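Test system: tolC-deleted E. coli BW25113; medium: LB with kanamycin 50 µg/mL; compound: single-point testing at 10 µM; incubation: 20 h compound exposure of bacteria at 37 °C; signal: OD at 615 nm; evaluation: growth inhibition in percent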
D1 allo mod – D1 dopamine receptor (human) allosteric modulation. B-score at 10 µM. HEK293 D1, CRE-luciferase, dopamine EC30 potentiation; actives deviate in either direction. P21728. hit rate 5.9% among 58,000;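 active = luminescence count or its row- and column-corrected plate score outside the 99.7% band of the plate's sample wells, on either side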
Cdc25B block – human M-phase inducer phosphatase 2 inhibition; P30305; recombinant Cdc25B, OMFP fluorescence Ex485/Em525; inhibition, %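 (compounds tested at 10 µM final in the well)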; hit rate 0.1% among 65,000; AID 368; in the data active = inhibition above about 50%
AP ELISA ortho – alternative pathway complement inhibition, orthogonal assay | Human serum alternative complement pathway, LPS-coated ELISA, C3 deposition; tested in compound mixtures | inhibition, % at 5 µM | hit rate 0.08% among 62,000 | AID 1235;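 active = inhibition above 30% in each of the two pooled mixtures holding the compound, so the lower value exceeds 30%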;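 also: 0% = serum in Mg-EGTA without compound and 100% = EDTA serum blank; some compounds past the cut are filed as inactive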
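Assay system: human serum alternative complement pathway, C3 deposition on LPS-coated wells; Dosing: 5 µM per compound in ten-compound mixtures; Detection: Anti-C3 ELISA, OD 450 nm; Buffer or medium: Mg2+-EGTA GVB++ buffer containing human serum at 1:15 dilution; Timing: 1 h at 37 °C; Replication: two different pools per compound.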
E coli RNAP – blocks E. coli RNA polymerase transcription; P0A8V2; fluorescence transcription assay; inhibition, %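 (tested at 10 µM)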; hit rate 0.2% among 62,000; in the data active = inhibition above about 20%;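 also: 0% = enzyme without compound and 100% = no enzyme blank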
Target sequence (P0A8V2 whole entry, looked up): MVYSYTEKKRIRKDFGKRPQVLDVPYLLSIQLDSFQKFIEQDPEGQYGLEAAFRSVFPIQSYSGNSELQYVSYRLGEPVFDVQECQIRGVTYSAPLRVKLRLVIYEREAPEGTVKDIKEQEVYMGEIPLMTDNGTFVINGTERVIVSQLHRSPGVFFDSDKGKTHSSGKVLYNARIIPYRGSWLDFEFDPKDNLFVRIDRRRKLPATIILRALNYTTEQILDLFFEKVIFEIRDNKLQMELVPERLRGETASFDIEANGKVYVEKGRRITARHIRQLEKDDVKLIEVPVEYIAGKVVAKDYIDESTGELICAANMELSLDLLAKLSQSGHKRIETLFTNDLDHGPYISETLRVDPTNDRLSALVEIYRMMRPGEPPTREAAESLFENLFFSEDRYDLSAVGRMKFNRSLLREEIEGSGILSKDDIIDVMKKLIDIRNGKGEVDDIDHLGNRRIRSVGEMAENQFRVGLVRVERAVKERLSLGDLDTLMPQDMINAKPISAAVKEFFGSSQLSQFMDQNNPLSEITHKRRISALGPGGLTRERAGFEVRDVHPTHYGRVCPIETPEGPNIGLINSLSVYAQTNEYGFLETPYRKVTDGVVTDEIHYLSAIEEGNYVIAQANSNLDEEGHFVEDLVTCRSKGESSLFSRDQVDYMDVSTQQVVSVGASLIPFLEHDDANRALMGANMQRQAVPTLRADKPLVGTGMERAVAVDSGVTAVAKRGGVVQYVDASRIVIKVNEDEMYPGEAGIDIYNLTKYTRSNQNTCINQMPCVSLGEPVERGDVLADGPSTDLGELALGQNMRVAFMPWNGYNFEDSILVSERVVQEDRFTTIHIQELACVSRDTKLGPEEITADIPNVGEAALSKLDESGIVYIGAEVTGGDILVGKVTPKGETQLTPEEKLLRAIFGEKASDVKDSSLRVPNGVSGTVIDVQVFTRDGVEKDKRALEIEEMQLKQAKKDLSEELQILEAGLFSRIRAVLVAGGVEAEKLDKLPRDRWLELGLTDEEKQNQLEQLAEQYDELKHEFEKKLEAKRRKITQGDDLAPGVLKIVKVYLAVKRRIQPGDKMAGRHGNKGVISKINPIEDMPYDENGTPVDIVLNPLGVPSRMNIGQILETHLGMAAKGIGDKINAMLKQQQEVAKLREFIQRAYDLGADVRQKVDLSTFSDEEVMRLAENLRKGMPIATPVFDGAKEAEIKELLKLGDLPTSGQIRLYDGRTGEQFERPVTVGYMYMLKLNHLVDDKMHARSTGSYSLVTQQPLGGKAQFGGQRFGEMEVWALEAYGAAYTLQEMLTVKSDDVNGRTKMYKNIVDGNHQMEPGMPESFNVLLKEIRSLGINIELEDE
CatB mixtures – human cathepsin B inhibition by mixtures; hit rate 0.06% among 62,000; Purified cathepsin B, AMC dipeptide fluorescence, compound mixtures; inhibition, %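 (ten-compound pools at 5 µM per compound and 50 µM total)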; in the data active = inhibition above about 22%, passing the limit was not always enough;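 also: 0% = enzyme without compound and 100% = no enzyme blank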
Hsp90 block – displaces geldanamycin probe from tumor Hsp90; hit rate 0.35% among 64,000; NCI-N417 lysate Hsp90, Cy3B-geldanamycin FP displacement; P07900; AID 429; inhibition, % at 30 µM;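 active = inhibition above 50%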;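 also: 0% = tracer plus lysate wells and 100% = tracer alone without lysate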
CatB block – inhibitors of human cathepsin B; purified cathepsin B, fluorogenic substrate, fluorescence; hit rate 0.1% among 63,000; AID 453; P07858; inhibition, %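 (tested at 10 µM)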; in the data active = inhibition above about 21%;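 also: 0% = enzyme with no compound and 100% = no enzyme blank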
The depositor's hits bear a star; · = not tested or not shown.

cpd	canonical_smiles	DUSP1 inh	tolC growth inh	D1 allo mod	Cdc25B block	AP ELISA ortho
1	Cc1cc(=O)[nH]c(SCC(=O)Nc2nc3c(s2)CCCC3)n1	9	41	0.19	-1	14
2	COC(=O)c1ccccc1NC=C1C(=O)OC2(CCCCC2)OC1=O	-6	10	·	17	·
3	COc1ccc(-c2cc(C(=O)NCCN3CCOCC3)c3ccccc3n2)c(OC)c1	14	-6	-0.14	-2	7
4	CC1CCCCC1N1CCN(C(=O)c2cccc(F)c2)CC1 (stereo not drawn)	-15	-1	-0.12	-10	-2
5	Nc1nc2n(n1)C(c1ccco1)CC(c1ccccc1)N2 (stereo not drawn)	-27	-13	14*	-6	·
6	CCOCCCNc1ncc2c(n1)CC(c1ccc(C)cc1)CC2=O (stereo not drawn)	-1	4	-0.035	-3	1
7	CCOc1ccc2[nH]c(C)c(CN3CCN(CC)CC3)c(=O)c2c1	-3	-7	-0.95	1	11
8	COC(=O)c1ccc(C(=O)OC)c(NC(=O)c2cnc3n(c2=O)CCS3)c1	-9	-17	0.16	-14	8
9	CC(=O)c1ccc(O)c(CO)c1	-11	17	-0.043	-21	·
10	COc1ccc2[nH]c(=O)c(CN(C)C(=O)COc3ccccc3)cc2c1	-16	-6	0.9	-2	6
11	Cc1ccc2c(c1)N(CCC(=O)NCc1ccc3c(c1)OCO3)C(=O)CO2	5	-17	-0.16	-15	13
12	CCOC(=O)c1c(NC(=O)CSc2nnnn2CC)sc(C)c1C	-20	18	3.9*	-6	-18
13	CC1CN(c2c3c(nc4ncnn24)CCCC3)CC(C)O1 (stereo not drawn)	6	-12	-0.42	6	11
14	Cc1noc(C)c1C(=O)NCCC1=CCCCC1	4	-8	0.27	4	-1
15	CCOC(=O)c1[nH]c(C)c(C(=O)Nc2ccc(C)c(Cl)c2)c1C	-2	-12	-2.2	-2	4

cpd	E coli RNAP	CatB mixtures	Hsp90 block	CatB block
1	0	4	-1	1
2	-14	·	0	-2
3	7	0	·	-3
4	0	-4	2	1
5	·	·	1	·
6	5	-25	1	0
7	3	-1	1	0
8	4	-6	-9	2
9	-1	·	-3	8
10	9	1	-6	-1
11	0	6	-2	-3
12	-9	2	-1	1
13	6	7	-4	-2
14	8	-2	-17	5
15	-8	8	-5	0

Single entries from the results shown:
cpd 14 in CatB mixtures: -2
cpd 2 in Cdc25B block: 17
cpd 6 in D1 allo mod: -0.035

Single records, from the list above:
`COC(=O)c1ccccc1NC=C1C(=O)OC2(CCCCC2)OC1=O` as listed: DUSP1 inh = -6; tolC growth inh = 10; D1 allo mod = ·; Cdc25B block = 17; AP ELISA ortho = ·; E coli RNAP = -14; CatB mixtures = ·; Hsp90 block = 0; CatB block = -2
`COc1ccc(-c2cc(C(=O)NCCN3CCOCC3)c3ccccc3n2)c(OC)c1` as listed: DUSP1 inh = 14; tolC growth inh = -6; D1 allo mod = -0.14; Cdc25B block = -2; AP ELISA ortho = 7; E coli RNAP = 7; CatB mixtures = 0; Hsp90 block = ·; CatB block = -3

Returning to the listing, starting 2 compounds before the break.
cpd	canonical_smiles	DUSP1 inh	tolC growth inh	D1 allo mod	Cdc25B block	AP ELISA ortho
14	Cc1noc(C)c1C(=O)NCCC1=CCCCC1	4	-8	0.27	4	-1
15	CCOC(=O)c1[nH]c(C)c(C(=O)Nc2ccc(C)c(Cl)c2)c1C	-2	-12	-2.2	-2	4
16	CCCc1cc(-c2[nH]ncc2-c2ccc(C(=O)OCC)o2)c(O)cc1O	26	43	0.043	-8	16
17	C[C@@H](Nc1nc(-c2ccccc2)nc2c1oc1ccccc12)C(=O)O	19	-18	-0.0064	-10	8
18	COc1ccc(C(=O)NCCc2ccc(S(N)(=O)=O)cc2)cc1OC	-2	-10	-0.0032	-4	8
19	Cc1sc2nc(CSc3nnc(Cc4cccs4)n3C3CCCCC3)[nH]c(=O)c2c1C	20	38	2.9	6	15
20	C=CCn1c(SCC(=O)N2CCOCC2)nc(O)c(Cc2ccccc2)c1=O	0	-8	-0.22	-12	-7
21	CC(=O)Nc1ccc(-c2cc(NC(C)=O)n(-c3ccccc3)n2)cc1	-1	-10	-0.54	-3	-2
22	O=C(COC(=O)c1ccc2c(c1)OCCO2)NCc1ccccc1	6	-21	0.52	22	11
23	CC(=O)N1CCC(N(CCCOC(C)C)C(=O)Nc2ccc(Cl)cc2)CC1	12	0	·	-12	12
24	Cc1cc(C)n(C(=O)c2ccc(C)c(S(=O)(=O)N3CCCC3)c2)n1	-9	0	-0.015	-5	8
25	COC(=O)CSc1nnc(CCc2nc3ccccc3[nH]2)n1C	-12	-19	-0.2	0	-6
26	COc1ccccc1CNc1ncnc2c1nnn2Cc1ccccc1	0	7	-0.024	-18	·
27	Cc1ccc(S(=O)(=O)c2nc(Nc3nccs3)sc2Cl)cc1	10	98*	·	3	-8
28	CN(C)CCN1C(=O)c2oc3ccccc3c(=O)c2C1c1ccc(F)cc1 (stereo not drawn)	23	-22	-1.4	0	22
29	O=C1N/C(=N/c2ccccn2)SC1Cc1ccccc1 (stereo not drawn)	-2	-1	4.5*	-6	24
30	Cn1c(=O)c2cc(S(=O)(=O)NCCC(=O)Nc3ccc(Cl)cc3)ccc2n(C)c1=O	-4	-17	0.86	6	4

cpd	E coli RNAP	CatB mixtures	Hsp90 block	CatB block
14	8	-2	-17	5
15	-8	8	-5	0
16	3	3	41	-1
17	·	-2	2	1
18	4	0	-3	1
19	6	4	·	4
20	10	0	-4	6
21	13	2	1	3
22	5	8	-1	-5
23	8	1	2	3
24	6	4	-8	4
25	14	6	-4	8
26	·	·	-1	·
27	7	-4	0	-1
28	6	8	-1	-2
29	-6	-2	0	-1
30	7	6	0	6

An excerpt from above in order of molar mass, ascending:
cpd	canonical_smiles	DUSP1 inh	tolC growth inh	D1 allo mod	Cdc25B block	AP ELISA ortho
17	C[C@@H](Nc1nc(-c2ccccc2)nc2c1oc1ccccc12)C(=O)O	19	-18	-0.0064	-10	8
18	COc1ccc(C(=O)NCCc2ccc(S(N)(=O)=O)cc2)cc1OC	-2	-10	-0.0032	-4	8
28	CN(C)CCN1C(=O)c2oc3ccccc3c(=O)c2C1c1ccc(F)cc1 (stereo not drawn)	23	-22	-1.4	0	22
30	Cn1c(=O)c2cc(S(=O)(=O)NCCC(=O)Nc3ccc(Cl)cc3)ccc2n(C)c1=O	-4	-17	0.86	6	4
19	Cc1sc2nc(CSc3nnc(Cc4cccs4)n3C3CCCCC3)[nH]c(=O)c2c1C	20	38	2.9	6	15

cpd	E coli RNAP	CatB mixtures	Hsp90 block	CatB block
17	·	-2	2	1
18	4	0	-3	1
28	6	8	-1	-2
30	7	6	0	6
19	6	4	·	4

The list continues.
cpd	canonical_smiles	DUSP1 inh	tolC growth inh	D1 allo mod	Cdc25B block	AP ELISA ortho
31	O=C(CN(C(=O)CCC(=O)Nc1ccccn1)c1ccc2c(c1)OCO2)NCc1ccco1	24	-4	·	-6	0
32	CCn1c(SCC(=O)Nc2cc(C)on2)nnc1-c1ccncc1	-12	-14	-0.56	6	16
33	Cc1cccn2c(=O)c(/C=C(\C#N)S(=O)(=O)c3ccccc3)c(N3CCN(C)CC3)nc12	-17	3	-3.8	13	·
34	COC(=O)CSc1nnc(-c2ccc(S(=O)(=O)NCc3cccs3)cc2)o1	-4	-14	1.2	10	-3
35	Cc1ccc(Cn2c(-c3nonc3N)nc3ccccc32)cc1	-4	-9	0.81	-5	12
36	Cc1ccc(S(=O)(=O)N2CCCSCC2)cc1	-27	-11	-0.0064	-5	13
37	COc1ccc(C)cc1NC(=O)C1CCCCC1C(=O)O (stereo not drawn)	-6	2	-0.02	4	23
38	CCOC(=O)c1c(C2CCN(C(=O)OCC)CC2)nc2ccccn12	6	17	1	-12	9
39	O=C(NC1CCCCCCC1)C1CCN(c2nc3ccccc3o2)CC1	18	6	-1.5	-3	13
40	Cn1cc(C(=O)N2CCN(C(=O)c3ccco3)CC2)c2c3ccccc3n(C)c2c1=O	24	-6	0.93	-6	13
41	COc1ccc(NC(=O)NCCCN2CCCC2=O)cc1	-5	-8	0.039	-12	3
42	CCc1nc(OCc2ccco2)c2sc3nc4c(cc3c2n1)COC(C)(C)C4	14	9	-0.066	-9	2
43	CC(C)n1c(SC2CCOC2=O)nc2ccccc21 (stereo not drawn)	-2	-6	0.87	-9	-5
44	COc1ccc(C2NC(=O)c3n[nH]c(C)c32)c(OC)c1 (stereo not drawn)	-3	-6	0.96	-4	10
45	C=CCN(c1ccc(C(=O)N2CCN(c3ccc(F)cc3)CC2)cc1)S(C)(=O)=O	15	0	-1.1	-5	6

cpd	E coli RNAP	CatB mixtures	Hsp90 block	CatB block
31	8	-4	10	-2
32	-3	13	-1	-6
33	6	·	-7	2
34	10	-1	-2	5
35	2	-1	0	22*
36	5	6	-2	4
37	-1	3	-14	-4
38	7	-1	-1	4
39	6	2	1	8
40	3	6	-1	-4
41	6	5	0	4
42	0	10	-7	2
43	2	-1	0	-1
44	3	2	-1	-1
45	11	-2	1	1

The results go on.
cpd	canonical_smiles	DUSP1 inh	tolC growth inh	D1 allo mod	Cdc25B block	AP ELISA ortho
46	COc1cc(-c2c(C#N)c(=O)[nH]c3c2c(C)nn3-c2ccccc2)ccc1O	-11	51	-0.049	-1	-11
47	COc1ccc(Cn2nnnc2CN2CCc3ccccc32)cc1	21	29	0.45	-2	-12
48	Cc1ccc2nsnc2c1S(=O)(=O)N(Cc1ccco1)Cc1cc2cccc(C)c2[nH]c1=O	15	-6	-1.7	2	-11
49	CN(C)c1ccc(NC(=O)CCCc2ccccc2)cc1	-4	12	-1.9	-4	7
50	CCN(CC(=O)Nc1ccc2c(c1)OCCO2)Cc1cc(=O)oc2c(C)c(C)ccc12	9	13	2	-8	0
51	CC(=O)Nc1ccc(N2CCN(C(=O)c3cccs3)CC2)cc1	-9	-6	0.011	-6	13
52	O=C1c2ccccc2C(=O)N1CCN1CCCCC1	6	·	0.32	5	3
53	Cc1cc(=O)cc(C)[nH]1	1	-9	-0.27	-6	7
54	O=C(O)C1CCCCN1S(=O)(=O)c1ccc(Cl)s1 (stereo not drawn)	-4	-3	-0.57	-10	5
55	COC(=O)c1nnn(CC(=O)Nc2ccc(C)c(F)c2)c1C(=O)OC	9	-9	-0.31	-14	3
56	CC1(C)CC(=O)C2=C(C1)N1CCCCC1CC2=O (stereo not drawn)	0	-13	-1.1	-7	6
57	Cc1ccc(C(=O)CSc2nnc(-c3ccco3)n2Cc2ccccc2)cc1	-16	2	-0.75	-3	8
58	O=C(Nc1ccc2c(c1)OCCO2)c1cnc2n(c1=O)CCS2	-5	-5	-1	-2	-7
59	CS(=O)(=O)N(CC(=O)Nc1ccc2c(c1)OCO2)c1ccc(Cl)cc1	10	11	-0.12	-3	10
60	Cc1sc2ncnc(N3CCN(c4ncccn4)CC3)c2c1C	-1	30	0.96	-6	1
61	Cc1ccc2nc(NC3=NCN(Cc4ccc5c(c4)OCO5)CN3)nc(C)c2c1	1	-11	0.13	1	10
62	Nn1c(COc2ccccc2)nnc1SC(F)F	-3	-22	-0.11	4	-32
63	CCC(C)Sc1nc(C)nc2c1c(=O)n(C)c(=O)n2C (stereo not drawn)	3	-7	-0.13	5	12

cpd	E coli RNAP	CatB mixtures	Hsp90 block	CatB block
46	11	-1	6	5
47	-2	-1	-7	2
48	6	3	-5	0
49	8	-6	7	-3
50	6	0	1	2
51	7	4	3	-2
52	0	6	-3	10
53	8	5	-1	5
54	-2	1	-1	1
55	-6	0	0	3
56	-1	-1	1	-2
57	4	5	2	-2
58	-10	0	0	-1
59	7	4	·	5
60	4	-1	-6	6
61	-4	6	2	-3
62	2	8	-7	10
63	8	3	2	3
